TDP1 cell noCPT: qHTS for Inhibitors of human tyrosyl-DNA phosphodiesterase 1 (TDP1): qHTS in cells in absence of CPT | DT40 Tdp1-/- hTDP1 cells, no CPT, ATP luminescence, 48 h | 15% of 420,000 active | Potency, µM (series often up to 46.2 µM), for inactives: at the top dose activity change, negative = growth inhibition, hits mostly inhibitors; also: nearly all actives have a fitted effect of over 55% in size
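DT40 Tdp1-/-;hTDP1 cells, no CPT (DMSO vehicle only), 400 cells/well; compounds pin-transferred; ≥48 hr, 37 °C; CellTiter-Glo 30 min RT dark, luminescence read.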
DT40 TDP1 CPT: DT40-hTDP1 cell growth loss with CPT; chicken DT40 Tdp1-/-;hTDP1 cells + 20 nM CPT, ATP luminescence, 48 h; Potency, µM (top dose mostly 46.2 µM), for the others: top-dose activity change, negative = growth inhibition, most hits filed as inhibitors; 12% of 420,000 active; also: nearly all actives have a fitted effect of over 55% in size
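Chicken DT40 Tdp1-/- cells complemented with human TDP1, 400 cells/well, exposed to compounds plus 20 nM camptothecin for at least 48 h at 37 C; viability read as ATP content by CellTiter-Glo luminescence.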
TDP1 block: blocks human tyrosyl-DNA phosphodiesterase 1. Q9NUW8. recombinant TDP1, AlphaScreen DNA substrate cleavage. Potency, µM (doses to about 130 µM), without a hit: top-dose activity change, negative = inhibition, most hits filed as inhibitors. 0.28% of 350,000 active; also: nearly all actives have a fitted effect of over 40% in size
Target sequence (Q9NUW8 whole entry, looked up): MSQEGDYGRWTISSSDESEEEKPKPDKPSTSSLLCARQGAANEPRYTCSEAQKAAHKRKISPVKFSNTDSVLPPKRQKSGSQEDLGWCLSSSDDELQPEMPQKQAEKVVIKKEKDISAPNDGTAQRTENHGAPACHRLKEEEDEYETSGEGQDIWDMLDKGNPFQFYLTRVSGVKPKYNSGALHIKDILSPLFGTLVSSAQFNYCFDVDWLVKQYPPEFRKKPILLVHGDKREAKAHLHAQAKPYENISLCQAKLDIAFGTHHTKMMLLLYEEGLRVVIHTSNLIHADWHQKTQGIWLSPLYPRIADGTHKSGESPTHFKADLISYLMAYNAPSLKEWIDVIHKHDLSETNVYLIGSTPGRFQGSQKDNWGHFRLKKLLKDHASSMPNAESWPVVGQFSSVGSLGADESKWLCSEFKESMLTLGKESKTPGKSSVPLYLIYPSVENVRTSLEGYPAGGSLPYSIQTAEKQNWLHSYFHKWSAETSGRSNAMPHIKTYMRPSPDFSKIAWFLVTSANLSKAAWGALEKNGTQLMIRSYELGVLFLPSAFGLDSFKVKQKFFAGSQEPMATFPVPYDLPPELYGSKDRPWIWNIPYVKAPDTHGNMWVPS
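AlphaScreen read-out: signal falls as enzyme removes the 3' tyrosine-FITC from a 5'-biotinylated DNA oligo (15 nM, 5 min, RT). Enzyme was E. coli-made recombinant Tdp1 at 1 nM, exposed to compound for 15 min beforehand; beads 10 ug/ml, 10 min.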
Numbers without * were called inactive; ? = inconclusive; / = no result given. Calls follow the shape of the dose curve; as a rule, active = well fitted curve in the direction sought with a large enough effect; inconclusive = small, poorly fitted or top-dose-only effect, or another doubt; inactive = no such curve, though single readings can be large; an effect the other way counts as inactive or inconclusive. % is scaled to controls: 0 for no effect and ±100 for the full control effect; potency is read from the fitted curve at half-maximal effect.

Every second line gives: TDP1 block | TDP1 cell noCPT | DT40 TDP1 CPT
> CCCCOc1ccc(/C=C/C(=O)NC2=Nc3ccccc3NC(C)=C2C(=O)OCC)cc1OC
    1.3% | ? | ?
> Cc1cc(C(=O)Nc2ccc(Cl)cc2)c(C)n1-c1ccccc1
    3.8% | -25.2% | 0.0%
> C=CCn1c(COc2ccc(OC)cc2)nnc1SCn1nnc2ccccc2c1=O
    -2.7% | ? | -19.4%
> COc1ccc(CC(=O)N2CCc3c([nH]c4ccccc34)C2c2ccc(SC)cc2)cc1 (stereo not given)
    8.1% | ? | ?
> Cc1ccc(Cn2ncc3c(N4CCN(Cc5ccc(Cl)cc5)CC4)ncnc32)cc1
    6.0% | 16.4µM* | 18.4µM*
> Cc1oc2c(C)c3oc(=O)c(CCC(=O)N[C@@H](CC(C)C)C(=O)O)c(C)c3cc2c1C
    / | 14.8% | -5.1%
> O=c1c2ccccc2nc(/C=C/c2ccc([N+](=O)[O-])o2)n1CCCO
    -3.2% | 1.16µM* | 0.581µM*
> NS(=O)(=O)c1cc(C(=O)NCC2CCCCC2)ccc1Cl
    9.3% | ? | -20.5%
> COc1ccc(Br)cc1-c1nc(C)c(C(C)=O)n1O
    4.4% | ? | -0.6%
> Nc1nc(NCCc2ccccc2)nc(NCCO)c1[N+](=O)[O-]
    / | -21.0% | -11.8%
> COc1cc(Nc2nc3c(S(=O)(=O)c4ccc(C)c(C)c4)nnn3c3ccsc23)cc(OC)c1
    0.0% | 13µM* | 9.2µM*
> COc1ccc(CCN2CC(C(=O)OC(C)C(=O)Nc3cccc(Cl)c3)CC2=O)cc1OC (stereo not given)
    0.0% | -23.3% | -2.3%
> CC(=O)NC(CSc1cc(C)nc2ccc(Br)cc12)C(=O)O (stereo not given)
    / | 3.6% | -3.0%
> CCOc1ccc(NC(=S)N2CCCC2)cc1
    1.3% | 11.3% | -7.6%
> Cc1ccc2cc(C3CC(c4cccs4)=NN3S(C)(=O)=O)c(Cl)nc2c1 (stereo not given)
    0.0% | -25.7% | ?
> CCOc1ccc(CC(=O)Nc2c(C(=O)c3ccc(Cl)cc3)oc3ccccc23)cc1OCC
    -5.8% | ? | ?
> COc1ccc(NC(=O)CN(C)C(=O)c2cccc(S(=O)(=O)Nc3ccc(F)cc3)c2)cc1
    0.3% | -16.4% | -19.0%
> COc1ccc(Cn2ccn(Cc3cccc(Cl)c3)c(=O)c2=O)cc1
    -1.3% | -19.3% | ?
> Cc1nn2c(-c3ccc(S(=O)(=O)N4CCN(CCO)CC4)o3)nnc2c2ccccc12
    0.8% | -16.7% | -23.8%
> CC(=O)c1ccc(NC(=O)Cn2cnc(S(=O)(=O)N3CCC(C)CC3)c2)cc1
    -11.0% | -28.9% | ?
> N#Cc1ccccc1Sc1ccccc1C(=O)NCC(c1ccco1)N1CCCCC1 (stereo not given)
    0.6% | ? | ?
> Cc1ccc(C)c(NC(=O)c2cc(-c3ccccc3O)n[nH]2)c1
    / | -26.4% | -19.2%
> CCC(C)N(C(=O)COC(=O)C1CCN(S(=O)(=O)c2ccc(C)c(C)c2)CC1)C1CCS(=O)(=O)C1 (stereo not given)
    / | -19.6% | -22.4%
> O=S(=O)(c1cccc2cccnc12)N1CCOCC1
    -2.2% | -1.1% | 0.4%
> COc1ccc([N+](=O)[O-])c(S(=O)(=O)c2ccccc2)n1
    9.6% | 1.64µM* | 0.581µM*
> Cc1ccc(OCC(=O)c2cc(C)n(C)c2C)c([N+](=O)[O-])n1
    5.6% | -15.4% | -9.5%
> CC(C)c1ccc(S(=O)(=O)N2CCN(C(=O)C3CCCCC3)CC2)cc1
    -0.1% | -20.7% | ?
> CCn1nccc1C(=O)NC1=C(C#N)CCC1
    5.7% | 1.1% | -11.9%
> COCCOC(=O)C1=C(N)OC2=C(C(=O)CC(C)(C)C2)C1c1ccncc1 (stereo not given)
    6.0% | -6.0% | -10.0%
> O=C1CCCc2c1[nH]c1ccc(Br)cc21
    -4.0% | -12.7% | -24.1%
> CCc1noc(C)c1C(=O)Nc1cc(Cl)ccc1-n1cncn1
    -9.0% | -19.1% | -7.7%
> Cc1ccc(C(=O)NCC(=O)OCCCOC(=O)CNC(=O)c2ccc(C)c(C)c2)cc1C
    2.3% | -12.6% | -15.6%
> CCN(CC(=O)NCCc1ccccc1)S(=O)(=O)c1ccc(Br)cc1
    10.5% | -9.2% | -19.6%
> CC(C)CNc1ncnc2oc(-c3ccco3)c(-c3ccco3)c12
    7.1% | ? | ?
> O=C(NCc1cccnc1)c1ccc(COc2ccccc2Cl)o1
    0.0% | 13µM* | ?
> COc1cc(OC)c(NC(=O)CSCc2nc(-c3ccc(OC)c(OC)c3)no2)cc1Cl
    -2.5% | ? | ?
> COc1ccc(C(=O)NNC(=O)Nc2ccc(C)cc2)cc1
    2.6% | 12.5% | -11.3%
> CC(=O)Nc1ccc(C(=O)Nc2nc(-c3cccnc3)cs2)cc1
    70.8µM* | ? | -27.7%
> O=c1c2sc3ccccc3c2n(Cc2ccccc2)c(=O)n1Cc1ccccc1
    3.8% | -21.9% | -2.5%
> O=C(Nc1ccc2c(c1)OCO2)C1CC1(Cl)Cl (stereo not given)
    3.7% | -18.3% | ?
> COC(=O)c1ccccc1NC(=O)Cn1cnc([N+](=O)[O-])c1
    / | 13.1% | 11.6%
> S=C(NCCc1ccccc1)Nc1ccc(Br)cc1
    5.4% | 23.1µM* | ?
> Cn1c(=O)oc2cc(S(=O)(=O)CCC(=O)N3CCN(c4cccc(Cl)c4)CC3)ccc21
    5.3% | 11.6µM* | 18.4µM*
> COCCOCC(O)CN1CCN(c2ccccc2)CC1 (stereo not given)
    2.1% | 7.6% | -5.6%
> O=C(c1ccc(COc2ccc3ccccc3c2)o1)N1N=C(C(F)F)CC1(O)C(F)F (stereo not given)
    3.2% | 20.6µM* | ?
> COc1ccc(-c2ccc(-c3noc(-c4ccccc4C)n3)c(OC)n2)cc1
    2.4% | ? | ?
> CCC(=O)Nc1nc2nc(-c3ccccc3)cc(-c3ccccc3)n2n1
    0.0% | -23.8% | -17.2%
> C=C1C=C(C(F)F)n2ncc(C(=O)N3CCc4ccccc4C3)c2N1
    / | ? | ?
> CC1(C)CC(=O)N(c2cccc(C(F)(F)F)c2)C(=O)C1
    1.7% | 9.6% | ?
> O=c1c2cnn(-c3ccccc3)c2ncn1CCc1ccccc1
    5.1% | ? | -7.8%
> O=C(NC(Cc1ccccc1)C(=O)NCc1ccccn1)c1ccco1 (stereo not given)
    6.2% | 3.0% | -1.9%
> O=C(O)c1ccccc1C(=O)Nc1ccc(-n2nc(C(F)(F)F)cc2C(F)(F)F)cc1
    2.9% | 9.8% | 15.2%
> O=C(COC(=O)c1cccc(O)c1)Nc1nnc(-c2ccccc2)o1
    -8.1% | ? | 6.3%
> COc1ccc(OC)c(C2C(C(=O)N(C)C)=C(C)Nc3nc4ccccc4n32)c1 (stereo not given)
    3.3% | -1.9% | 5.2%
> COc1ccc(-c2cc(=O)oc3cc(OCC(=O)N4C[C@H]5C[C@@H](C4)c4cccc(=O)n4C5)ccc23)cc1
    / | -17.8% | -5.2%
> O=C(CCCCn1c(=O)c2ccccc2n(Cc2ccc(Cl)cc2)c1=O)NCc1ccco1
    6.2% | 16.4µM* | ?
> Cc1cccnc1NC(=O)c1ccc([N+](=O)[O-])o1
    2.7% | ? | ?
> CCSc1nnc(-c2ccccc2SC)o1
    5.9% | -5.7% | -10.5%
> CCCCn1c(Cl)nc2c1c(=O)n(C)c(=O)n2C
    -1.0% | -9.7% | ?
> O=C(COC(=O)C(O)C(O)C(=O)OCC(=O)c1ccc(C(F)(F)F)cc1)c1ccc(C(F)(F)F)cc1 (stereo not given)
    / | -13.6% | 6.3%

Compound profiles, from the list above. Order of values: TDP1 block, TDP1 cell noCPT, DT40 TDP1 CPT
O=C(NC(Cc1ccccc1)C(=O)NCc1ccccn1)c1ccco1 (stereo not given) as listed: 6.2%, 3.0%, -1.9%
S=C(NCCc1ccccc1)Nc1ccc(Br)cc1 as listed: 5.4%, 23.1µM*, ?

Other results
Every second line gives: TDP1 block | TDP1 cell noCPT | DT40 TDP1 CPT
> Cc1ccnc(SCC(=O)c2cc3ccccc3o2)n1
    -3.0% | ? | ?
> CS(=O)(=O)N1CCc2cc(C(=O)NCCc3ccccc3)ccc21
    4.7% | -27.5% | -20.7%
> CC(CNC(=O)[C@@H](Cc1ccccc1)NC(=O)CC[C@H]1O[C@@H](n2ccc(=O)[nH]c2=O)[C@H](O)[C@@H]1O)c1ccccc1 (stereo not given in full)
    / | 36.3% | 8.3%
> CO/N=C/c1ccc(N2CCN(C(=O)c3ccc(Cl)cc3Cl)CC2)c([N+](=O)[O-])c1
    7.8% | 5.8µM* | 10.3µM*
> CCNC(=O)NC(=O)C(C)OC(=O)CCCc1nc2ccccc2s1 (stereo not given)
    3.4% | -13.6% | -2.3%
> O=C(CCN1CCOCC1)N1CCCC(Nc2ccc(F)cc2)C1 (stereo not given)
    0.3% | 4.0% | 24.6%
> CCOc1ccc(CCNC(=O)CS(=O)Cc2nc(-c3ccccc3C)oc2C)cc1OCC (stereo not given)
    5.7% | ? | ?
> COc1ccc(Cc2nnc(NC(=O)C(C)C)s2)cc1
    / | ? | -0.7%
> O=S1(=O)CC(N2CCN(CCO)CC2)CN1CCc1ccccc1 (stereo not given)
    / | 10.5% | 4.2%
> CCCCn1c(N)c(N(CCOC)C(=O)COc2ccc(C(C)=O)cc2)c(=O)[nH]c1=O
    0.4% | -2.5% | 4.3%
> COc1cc(O)cc(O)c1C(=O)/C=C/c1ccccc1
    6.4% | 14.6µM* | 14.6µM*
> C=CCOC(=O)C1=C[C@H](C2CCCCC2)C[C@H](OCc2ccc(CO)cc2)O1
    / | -22.3% | ?
> O=C(c1ccc(OC2CCN(CCc3ccccc3)CC2)cc1)N1CCCC(O)C1 (stereo not given)
    0.0% | -25.0% | 24.0%
> OCC1(Cc2ccc(Cl)cc2)CCN(Cc2ccc(F)c(F)c2)CC1
    / | ? | ?
> CC(C)(C)OC(=O)N1CCN(C(=O)c2[nH]cnc2C(=O)Nc2ccccc2F)CC1
    / | ? | 0.3%
> CCN(CC)c1ccc(NC(=O)c2cnc3c(-c4ccccc4)c(C)nn3c2C)c(C)c1
    3.2% | ? | ?
> Cc1ccc(S(=O)(=O)NNC(=O)Nc2cccc(F)c2)c(C)c1
    3.5% | ? | ?
> Cc1oc2cc3oc(=O)c(CCC(=O)NCc4ccccn4)c(C)c3cc2c1C
    / | -86.5% | ?
> CC(=O)N(CCCCN1C(=O)c2ccccc2C1=O)c1ccc(C)cc1
    2.5% | -20.5% | -2.4%
> CCc1cc(=O)oc2cc(C)cc(OCC(=O)C(C)(C)C)c12
    1.8% | -17.0% | 0.6%

A different layout for 6 compounds above.
mol | TDP1 block | TDP1 cell noCPT | DT40 TDP1 CPT
Nc1nc(NCCc2ccccc2)nc(NCCO)c1[N+](=O)[O-] | / | -21.0% | -11.8%
COc1cc(Nc2nc3c(S(=O)(=O)c4ccc(C)c(C)c4)nnn3c3ccsc23)cc(OC)c1 | 0.0% | 13µM* | 9.2µM*
COc1ccc(CCN2CC(C(=O)OC(C)C(=O)Nc3cccc(Cl)c3)CC2=O)cc1OC (stereo not given) | 0.0% | -23.3% | -2.3%
CC(=O)NC(CSc1cc(C)nc2ccc(Br)cc12)C(=O)O (stereo not given) | / | 3.6% | -3.0%
CCOc1ccc(NC(=S)N2CCCC2)cc1 | 1.3% | 11.3% | -7.6%
Cc1ccc2cc(C3CC(c4cccs4)=NN3S(C)(=O)=O)c(Cl)nc2c1 (stereo not given) | 0.0% | -25.7% | ?

(list continues)
Every second line gives: TDP1 block | TDP1 cell noCPT | DT40 TDP1 CPT
> O=C(CCCOc1ccccc1)Nc1ccc(Cl)cn1
    -1.2% | -10.7% | -5.4%
> Cc1cc(NC(=O)c2c(F)cccc2Cl)n(-c2nc3ccccc3[nH]2)n1
    8.1% | 23.1µM* | ?
> O=C1NCCN1C(=O)c1cccc(Cl)c1
    0.0% | -7.1% | -3.9%
> Cc1ccc(S(=O)(=O)n2cnc3ccccc32)cc1[N+](=O)[O-]
    / | -6.0% | -5.2%
> COc1ccc(OC)c(-c2csc(NC(=O)C3CSC4(C)CCC(=O)N34)n2)c1 (stereo not given)
    / | ? | ?
> Cn1nc(-c2ccccc2)c(CN2CCN(c3ncccn3)CC2)c1Cl
    2.7% | ? | ?
> O=C1NC[C@@H](CCCCN2C[C@H](Cc3ccccc3)N(CCc3ccccc3)C(=O)C2=O)N(Cc2ccccc2)C1=O
    / | -18.7% | 7.8%
> CCOc1ccc(C(=S)N2CCCC2)cc1OC
    0.0% | -2.0% | 18.2%
> Cc1cn([C@H]2C[C@H](O)[C@@H](CNCc3ccc(-c4cc(Cl)ccc4C(F)(F)F)o3)O2)c(=O)[nH]c1=O
    / | ? | ?
> COc1ccc(Nc2nccc(-c3ccc([N+](=O)[O-])cc3)n2)cc1
    / | ? | -14.3%
